Assay outcomes (PubChem)
LDHA inh = LDHA (human) enzyme inhibition; purified LDHA, NADH/diaphorase-resazurin fluorescence; hits give low values; P00338; activity change, % (values are at about 110 or 230 µM); 480,000 tested, 0.15% active; in the data active = activity change below about -30%; inconclusive = mostly about -25% to -30%;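 note: plate controls were DMSO wells for no effect and wells without enzyme for full effect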
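Remaining NADH was detected by diaphorase (0.133 mg/mL) converting 37 µM resazurin to fluorescent resorufin, read at 0 and 20 minutes. The preceding 5-minute room-temperature reaction used 2 nM LDHA, 0.2 mM sodium pyruvate and 0.06 mM NADH at pH 7.4.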
Glioma ERSR ind = ER stress response induction in glioma; U87-MG GRP78 promoter luciferase reporter, 16 h; Potency, µM, for inactives: top-dose activation, hits mostly activators; 420,000 tested, 0.02% active; AID 602332; note: potency is the fitted concentration of half-maximal effect; series mostly up to about 76 µM; % of control where 0% means no effect; nearly all actives have a fitted effect of over 35% in size
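Stably transfected U87-MG human glioma cells carrying a GRP78-based luminescent sensor were seeded at 1000 cells/well, pin-dosed with compounds and incubated 16 h. Luciferase reagent was then added, and end-point luminescence was read after 10 min at room temperature.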
TrxR1 substrate = substrates of rat thioredoxin reductase 1; O89049; purified TrxR1 substrate turnover, NADPH consumption readout; Potency, µM (highest dose often 114 µM), inactives show top-dose activity change, negative = substrate turnover; 390,000 tested, 0.01% active; AID 588456; note: potency is the fitted concentration of half-maximal effect; % is set by controls: 0 for no effect and ±100 for the full control effect; nearly all actives have a fitted effect of over 50% in size
Target sequence (O89049 whole entry, looked up): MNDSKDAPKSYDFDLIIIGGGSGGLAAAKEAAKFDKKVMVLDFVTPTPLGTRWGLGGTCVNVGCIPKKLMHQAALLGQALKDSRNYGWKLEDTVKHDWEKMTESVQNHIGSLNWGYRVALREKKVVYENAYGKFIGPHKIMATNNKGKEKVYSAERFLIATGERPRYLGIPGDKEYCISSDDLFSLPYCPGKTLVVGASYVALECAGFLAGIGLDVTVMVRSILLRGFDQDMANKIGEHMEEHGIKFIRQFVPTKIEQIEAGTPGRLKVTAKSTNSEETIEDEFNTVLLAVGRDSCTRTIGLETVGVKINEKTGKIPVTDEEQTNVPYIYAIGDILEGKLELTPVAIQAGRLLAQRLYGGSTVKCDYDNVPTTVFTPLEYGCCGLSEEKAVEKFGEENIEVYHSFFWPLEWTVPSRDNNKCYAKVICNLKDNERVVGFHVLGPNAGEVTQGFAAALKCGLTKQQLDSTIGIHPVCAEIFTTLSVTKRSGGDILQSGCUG
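Rat TrxR1, dispensed at 90 nM, was prereduced with 400 uM NADPH (final) for 5 min at ~22 deg C, then incubated with compound 15 min before 400 uM selenite. A first-read NADPH fluorescence drop versus no-compound background flagged substrates.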
rTrxR1 inhibitor = rat TrxR1 inhibition; AID 588453; O89049; 390,000 tested, 1% active; recombinant rTrxR1, NADPH fluorescence consumption, selenite substrate; Potency, µM (titrated, usually from 114 µM), inactives show at the top dose activity change, negative = inhibition, most hits filed as inhibitors; note: potency is the fitted concentration of half-maximal effect; % is set by controls: 0 for no effect and ±100 for the full control effect; nearly all actives have a fitted effect of over 65% in size
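Rat TrxR1 (90 nM in the dispensed reagent) was pre-reduced with 400 uM NADPH for 5 min at room temperature, then incubated with compound for 15 min. After 400 uM selenite was added, NADPH fluorescence (Ex 340/Em 450 nm) was followed for 8 min.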
Vif-A3G inh = inhibitors of Vif-APOBEC3G interaction; HeLa A3G-eYFP + Vif (tagged APOBEC3G with the HIV-1 protein that degrades it), YFP fluorescence, overnight; Potency, µM (doses to about 46.1 µM), without a hit: at the highest dose activity, negative = active, usual class: inhibitors; Q9HC16; 410,000 tested, 0.076% active;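 note: potency is the fitted concentration of half-maximal effect; % is set by controls: 0 for no effect and ±100 for the full control effect; nearly all actives have a fitted effect of over 60% in size; hits raise eYFP signal because A3G escapes Vif-driven loss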
Target sequence (Q9HC16 whole entry, looked up): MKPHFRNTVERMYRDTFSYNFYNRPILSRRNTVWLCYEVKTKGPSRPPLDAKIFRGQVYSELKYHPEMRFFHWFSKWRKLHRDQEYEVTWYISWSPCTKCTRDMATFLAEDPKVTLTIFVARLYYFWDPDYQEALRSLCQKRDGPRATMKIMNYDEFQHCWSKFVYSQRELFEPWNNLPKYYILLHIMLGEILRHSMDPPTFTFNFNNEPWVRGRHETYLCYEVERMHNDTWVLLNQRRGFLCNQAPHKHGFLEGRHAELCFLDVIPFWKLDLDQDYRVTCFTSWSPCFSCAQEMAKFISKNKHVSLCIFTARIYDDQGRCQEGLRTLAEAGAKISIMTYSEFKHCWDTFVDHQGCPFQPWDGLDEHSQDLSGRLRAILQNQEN
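HeLa cells stably expressing Vif and C-terminally eYFP-tagged A3G, seeded overnight at 37 deg C, then exposed to compound by pintool overnight at 37 deg C. Rise in yellow fluorescence (Ex 488/Em 500-530, Acumen) marks blocked Vif-driven A3G degradation.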
Vif-APOBEC3F blk = Vif-A3F binding inhibition | HeLa A3F-eYFP + Vif (tagged APOBEC3F with the HIV-1 protein that degrades it), YFP fluorescence increase | 390,000 tested, 0.2% active | AID 602313 | Potency, µM (series often up to 46.1 µM), for inactives: at the highest dose activity, negative = active; note: potency is the fitted concentration of half-maximal effect; % of control where 0% means no effect; nearly all actives have a fitted effect of over 65% in size
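HeLa cells stably expressing A3F-eYFP plus Vif, plated and incubated overnight at 37 deg C, then exposed to compounds overnight at 37 deg C. Blocked degradation read as raised yellow fluorescence (Ex 488/Em 500-530).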
mIDH1 inhibitor = inhibitors of human mutant IDH1 R132H | 390,000 tested, 0.093% active | Potency, µM (titrated, usually from 76.6 µM), for inactives: top-dose activity change, negative = inhibition, most hits filed as inhibitors | IDH1-R132H enzyme, NADPH consumption, diaphorase/resazurin fluorescence | AID 602179 | O75874; note: potency is the fitted concentration of half-maximal effect; % is set by controls: 0 for no effect and ±100 for the full control effect; nearly all actives have a fitted effect of over 65% in size
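IDH1-R132H (0.5 ug/mL) preincubated 30 min with compound, then NADPH (0.016 mM) and alpha-KG (2 mM) added; 80 min at RT, pH 7.5. Remaining NADPH coupled via diaphorase/resazurin to fluorescence (540/590 nm); concentration-response curves normalized to no-enzyme control.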
USP1 inh = blocks the human USP1/UAF1 deubiquitinase complex; Potency, µM (series often up to 57.1 µM), for inactives: at the highest dose activity change, negative = inhibition, actives largely listed as inhibitors; 390,000 tested, 0.23% active; recombinant USP1/UAF1, Ub-Rhodamine cleavage fluorescence; AID 743255; O94782; note: potency is the fitted concentration of half-maximal effect; % is set by controls: 0 for no effect and ±100 for the full control effect; nearly all actives have a fitted effect of over 60% in size; inactives centre near -12
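In this screen, compounds sit with the deubiquitinase complex (1nM) for 15 min at room temperature before Ub-Rho is added at 150nM final. Fluorescence rise is then followed for 6 reads every 60 seconds.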
RGS4 inh = human RGS4 inhibition. P49798. Transcreener GDP fluorescence polarization, RGS4-accelerated GTP hydrolysis. Potency, µM (doses to about 114 µM), for the others: at the top dose activity change, negative = inhibition, usual class: inhibitors. 390,000 tested, 0.039% active. AID 504845; note: potency is the fitted concentration of half-maximal effect; % is set by controls: 0 for no effect and ±100 for the full control effect; nearly all actives have a fitted effect of over 75% in size; some results filed as inactive show a strong effect at the top dose
Target sequence (P49798 whole entry, looked up): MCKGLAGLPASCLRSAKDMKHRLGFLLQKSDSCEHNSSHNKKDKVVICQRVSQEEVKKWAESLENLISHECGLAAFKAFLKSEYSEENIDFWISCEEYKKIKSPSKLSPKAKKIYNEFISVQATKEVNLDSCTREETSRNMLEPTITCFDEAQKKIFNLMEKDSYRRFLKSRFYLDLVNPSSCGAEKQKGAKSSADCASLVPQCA
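MLSMR compounds (23 nl, pin-transferred) preincubated 10 min at room temperature with a 500nM (2x) first reagent, then RGS4 at 900nM (2x) plus Transcreener GDP mix added; fluorescence polarization (620/688 nm) read before and after 90 min at 30 °C.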
Numbers without * were called inactive; ? = inconclusive; . = no result given; & = joins results of further samples; [ ] = dose if it differs, or a comment. Unless noted, calls come from the whole dose curve; as a rule, active = well fitted curve in the direction sought with a large enough effect; inconclusive = small, poorly fitted or top-dose-only effect, or another doubt; inactive = no such curve, though single readings can be large; an effect the other way counts as inactive or inconclusive.

SMILES | LDHA inh | Glioma ERSR ind | TrxR1 substrate | rTrxR1 inhibitor | Vif-A3G inh | Vif-APOBEC3F blk | mIDH1 inhibitor | USP1 inh | RGS4 inh
Nc1nc(-c2ccccc2)c(-c2ccc([N+](=O)[O-])cc2)s1 | -3 | -2% | 5%[57.1 µM] | 26%[57.1 µM] | -14% | 4% | 3% | -19% | -15%
Cn1c(COc2ccc3ccccc3c2)nnc1SCC(=O)OC1CCCCC1 | -2 | ? | -5% | 9% | 1% | 1% | 5% | -11% | 8%
Cc1noc(C)c1S(=O)(=O)N(CC(=O)NCc1ccc(Cl)cc1)c1ccc2c(c1)OCO2 | -1 | -2% | 3% | 15% | 0% | -11% | 8% | -22% | 0%
CCCCOC(=O)C1CCC[C@@H](C)N1 (stereo partly drawn) | -3 | 0% | -9%[57.1 µM] | 7%[57.1 µM] | -4% | 1% | 1% | -23% | -26%
O=C(COc1ccc2ccccc2c1)N1CCN(c2ccccc2O)CC1 | 6 | -2% | -6%[57.1 µM] | -7%[57.1 µM] | 0% | 5% | 1% | -5% | 19%
Cc1n[nH]c(=O)n1-c1ccc(OCc2ccccc2)cc1 | -3 | 0% | 5%[57.1 µM] | 5%[57.1 µM] | -8% | ? | -5% | -20% | 1%
COc1ccc(C(=O)N(Cc2ccco2)Cc2cccs2)cc1 | -4 | -3% | 0% | 10% | -1% | . | . | . | 7%
CCOc1ccc(S(=O)(=O)N2CCC(C(=O)N3CCN(c4ccccc4)CC3)CC2)cc1 | -4 | -3% | -11% | -11% | -4% | -6% | 1% | -4% | 4%
O=[N+]([O-])c1cc(C(F)(F)F)ccc1NCCCCNS(=O)(=O)c1ccc2ccccc2c1 | 2 | -1% | 2% | 34% | 0% | -6% | 2% | ? | -20%
C=CCC(=O)NC1CC(C)(C)Cc2c1cnn2-c1ccccc1C (stereo not drawn) | -5 | -3% | -3%[57.1 µM] | 0%[57.1 µM] | -3% | -6% | 7% | -15% | -13%
CCC(Sc1nc2ccsc2c(=O)n1CCC(=O)O)C(=O)Nc1ccc(Cl)cc1 (stereo not drawn) | -17 | -6% | . | . | 2% | 1% | -19% | -23% | .
CC(=O)N1CC(C)Sc2ccc(S(=O)(=O)NC3CCCCC3)cc21 (stereo not drawn) | -3 | 1% | -4% | 8% | 6% | -10% | -6% | -17% | 17%
Cc1ccc(NC(=O)[C@@H]2CCC(=O)N2C2OC(=O)c3ccccc32)cc1Cl (stereo partly drawn) | -3 | -1% | 0% | 6% | -3% | 1% | 10% | 8% | 5%
Cc1ccc(S(=O)(=O)/N=C2/NC(=O)/C(=C\c3ccccc3)S2)cc1 | -9 | 0% | -7% | -20% | -7% | -12% | -3% | ? | -30%
Cc1ccc(-n2nc(C)c(NS(=O)(=O)c3ccccc3)c2C)cc1C | -1 | 14% | 2%[57.1 µM] | 23%[57.1 µM] | 0% | 2% | 2% | -10% | -1%
Cc1ccc2c(=O)cc(C(=O)Nc3ccc(S(=O)(=O)N(C)c4ccccc4)cc3)oc2c1C | -9 | -3% | -3% | -3% | -5% | 3% | 38%[activator] | 8% | -8%
Cn1c(=O)c2c(nc(CN3CCN(C(c4ccccc4)c4ccccc4)CC3)n2CCCO)n(C)c1=O | -7 | -5% | 1% | 1% | -5% | -2% | -3% | -5% | -4%
N/C(=N\OC(=O)c1ccc(Br)cc1)c1ccccc1 | -9 | 4% | 9% | 24% | 1% | -6% | -2% | -4% | 3%
Cc1cc(CNC(=O)COc2ccc(F)cc2)c2ccccc2n1 | 1&-13 | -2% | -2% | 19% | 2% | -2% | -4% | -7% | 1%
O=C(NCCN1CCN(c2ccccc2)CC1)c1ccc2c(c1)[nH]c(=S)n1c3ccccc3nc21 | 0 | -1% | 7%[57.1 µM] | 18% | 3% | ? | 3% | -19% | 5%
COc1ccc(-n2c(SCCC(=O)O)nnc2-c2ccncc2)cc1 | -7 | -2% | -6% | 8%[57.1 µM] | 2% | 7% | 9% | 0% | 4%
COc1ccc2c(c1)c(=O)oc1cc(OCC(=O)NC3CC3)ccc12 | -6 | -2% | 33%[57.1 µM] | 31%[activator][57.1 µM] | -2% | -2% | 0% | -3% | 20%
NS(=O)(=O)c1ccc(NC=C2C(=O)OC3(CCCCC3)OC2=O)cc1 | -9 | -1% | -9% | -13% | -3% | -3% | 6% | -12% | 33%
NCCN1CCN2C(=O)CN(C(=O)c3ccccc3)CC12 (stereo not drawn) | 1 | -3% | 3% | -5% | -1% | -2% | 14% | -24% | -15%
O=C(NCCc1ccccc1)C(=O)Nc1nccs1 | -12 | 7% | 11% | 0% | 0% | 9% | -1% | -21% | 12%

The list goes on; the last two above are carried over.
SMILES | LDHA inh | Glioma ERSR ind | TrxR1 substrate | rTrxR1 inhibitor | Vif-A3G inh | Vif-APOBEC3F blk | mIDH1 inhibitor | USP1 inh | RGS4 inh
NCCN1CCN2C(=O)CN(C(=O)c3ccccc3)CC12 (stereo not drawn) | 1 | -3% | 3% | -5% | -1% | -2% | 14% | -24% | -15%
O=C(NCCc1ccccc1)C(=O)Nc1nccs1 | -12 | 7% | 11% | 0% | 0% | 9% | -1% | -21% | 12%
Cc1ccc(/C=N/Nc2nc(N3CCOCC3)nc(N3CCOCC3)n2)o1 | -6 | -4% | ? | ? | 10% | 12% | -1% | -5% | 18%
COc1ccc(NC(=O)COC(=O)c2ccc3ccccc3n2)cc1OC | -1&-4 | -2% | 4%[11.4 µM] | 14% | 2% | 6% | 2% | -16% | -4%
CCOC(=O)c1ccc(NC(=S)NCCc2ccccc2)cc1 | -2 | -4% | -9% | ? | -28% | -5% | 4% | -16% | 3%
CCN(CC)S(=O)(=O)c1ccc(N2CCOCC2)c(NC(=O)COc2ccccc2C#N)c1 | 2 | -3% | 3% | 28% | 0% | -6% | 10% | -15% | -28%
Cc1ccc2[nH]c(CSc3nnc(NC(=O)COc4ccccc4C)s3)cc(=O)c2c1 | -3 | -4% | 2%[57.1 µM] | 6%[57.1 µM] | -4% | -9% | 0% | -17% | -14%
Cc1ccc(NC(=O)CCNC(=O)c2ccccc2)cc1F | -6 | -3% | -2% | 10% | -12% | 12% | 1% | -14% | 3%
COc1ccc(CNC(=O)N[C@@H](CC(C)C)C(=O)O)cc1OC | -13 | -5% | -6% | -5% | -2% | 1% | 1% | -16% | -17%
Nc1c(C(=O)Nc2ccc(F)cc2)sc2nc(-c3cccs3)cc(C(F)(F)F)c12 | -2 | 4% | 33%[activator] | 2% | ? | ? | 4% | . | -13%
CCC(C)NC(=O)CC(C)C (stereo not drawn) | -6 | -2% | 5% | 13% | -10% | 7% | -11% | -18% | 23%
Cc1onc(-c2c(F)cccc2Cl)c1C(=O)N1CCc2ccccc21 | -11 | 3% | -3% | 14% | -10% | 1% | 15% | -13% | 26%
O=C(/C=C/c1c(F)cccc1Cl)Nc1nn[nH]n1 | -1 | 1% | 7%[11.4 µM] | 19%[11.4 µM] | -4% | 11% | 3% | ? | -2%
Cn1c(C(=O)NCCCN2CCCCCC2)cc2c(=O)n(C)c3ccccc3c21 | 2 | -4% | 16% | ? | 3% | 1% | 15% | ? | -43%
CCN1CCN(c2ccc(S(=O)(=O)N3CCCCC3)cc2NC(=O)/C=C/c2ccc(OC(F)F)cc2)CC1 | -4 | -7% | -8% | 4% | -15% | -7% | -4% | -5% | -49%
COc1cccc([C@@H]2CC=C(C(=O)O)CN2S(=O)(=O)c2ccc(C)cc2)c1 | -9 | -3% | 12%[57.1 µM] | 17%[57.1 µM] | 0% | 1% | -6% | -26% | -3%
O=C(O)c1cccc(Oc2ncnc3sc4c(c23)CCCC4)c1 | 2 | -2% | 3% | 10% | -4% | -16% | -2% | -6% | 4%
COc1ccc(-c2cc(C(F)(F)F)n3nc(C(=O)Nc4cccc(C(F)(F)F)c4)c(Br)c3n2)cc1 | -14 | -2% | 2% | 32% | 5% | -5% | -16% | -22% | 5%
Cc1ccc2nc(SCC(=O)NCc3ccco3)nc(=O)n2c1 | -6 | -3% | -15% | -22% | -8% | -6% | 9% | -6% | 13%
Cc1[nH]nc2c1C(c1ccsc1)C(C#N)=C(N)O2 (stereo not drawn) | -2 | -4% | 0% | -21% | -6% | 1% | 2% | -10% | -12%
Cc1cccc(C(=O)NC(C)C(c2cccs2)N2CCOCC2)c1 (stereo not drawn) | -7 | -7% | 10% | 29% | -9% | -6% | -6% | -25% | 14%
CCOC(=O)Cn1cc(C#N)c2ccccc21 | -3 | 0% | 3%[57.1 µM] | 7%[57.1 µM] | -3% | 4% | 3% | -12% | -15%
Cc1cc(C)cc(-n2c(SCC(=O)NCc3ccco3)nc3ccccc3c2=O)c1 | -12 | -7% | 0% | -4% | -4% | 2% | 1% | -25% | 21%
Cc1cccc(NC(=O)CSc2cn(CC(=O)N3CCOCC3)c3ccccc23)c1C | 3 | -2% | 0% | 9% | 2% | 1% | 5% | ? | -6%
COc1ccc(CNS(=O)(=O)c2cc(OCC(N)=O)c(C)cc2Cl)cc1 | -4 | -3% | 2%[0.457 µM] | 3% | 0% | 9% | 3% | -11% | -11%
COc1cc(NCCCCCCCN)c2ncccc2c1 | 26 | 0% | -16% | -23% | -5% | 0% | 3% | ? | -48%

Not all compounds are listed; rates above refer to the full screens.
